From PubChem BioAssay
TNFa cytotox – cytotoxicity in TNFa-stimulated HUVEC, primary screen, cytotoxicity control for VCAM1 expression modulator project, imaging, Hoechst nuclei count; HUVEC TNFalpha-stimulated, Hoechst cell count; cell count reduction, % at 2 µM; hit rate 0.17% among 93,000;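 active = cell count reduction exceeding the screen mean by over 5 SD, scaled to untreated wells per plate, cut at about 78% in these data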;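 also: cells counted after 24 h of TNF alpha exposure following the 1 h pretreatment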
Smad3 inh – Smad3/FoxH1 peptide binding inhibitors, primary screen, biochemical, TR-FRET; hit rate 0.29% among 88,000; Mothers against decapentaplegic homolog 3 (Homo sapiens), P84022; inhibition, % at 25 µM; TR-FRET Smad3/Dy647-FoxH1 peptide binding, europium anti-His; AID 630, 2007;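 active = compounds that reduce the energy-transfer binding signal between the protein and its labelled peptide by more than half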;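 also: 0% = Smad3 plus labelled peptide maximal FRET and 100% = peptide-only background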
IL1B cytotox – cytotoxicity in IL-1B stimulated HUVEC, primary screen, cytotoxicity control for IL-1B NFkB translocation project, imaging, Hoechst nuclear count, IL-1B stimulus; cell count reduction, % at 2 µM; hit rate 0.41% among 94,000; HUVEC cell count loss; AID 845, 2007;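 active = cell count reduction more than 3 SD above the screen-wide mean, cut at about 70% in these data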;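 also: normalized per plate to untreated control cells as the no-loss baseline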
F-actin modifier – modifiers of F-actin cytoskeleton organization, primary screen, imaging, HUVEC, phalloidin staining, high-content imaging; HUVEC TNFa F-actin phalloidin imaging; inhibition, % at 2 µM; hit rate 0.18% among 91,000; AID 836, 2007;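 active = inhibition above the batch mean plus 3 SD and confirmed as a hit by visual image inspection, cut at about 30% in these data, passing the limit was not always enough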; also: strong numbers were not always called active
Calb biofilm kill – clotrimazole potentiators killing Candida biofilms, primary screen, with clotrimazole, Alamar Blue; C. albicans biofilm + clotrimazole; hit rate 0.14% among 85,000; inhibition, % at 6 µM;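 active = inhibition above 20%; inactive = inhibition below 20%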;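 also: preformed 24 hr biofilms exposed to compound for 48 hr; 0% = biofilm without compound and 100% = blank killed by clotrimazole plus chlorhexidine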
LYP inh 2 – PTPN22 phosphatase inhibitors, primary screen, biochemical, DiFMUP fluorescence, 2 µM; hit rate 0.21% among 96,000; recombinant LYP catalytic domain; inhibition, % at 2 µM; Tyrosine-protein phosphatase non-receptor type 22 (Homo sapiens), Q9Y2R2;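 active = inhibition at 2 µM at or above a set limit, the screen mean plus 3 SD, cut at about 24% in these data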;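 also: 0% = DMSO with enzyme and 100% = enzyme fully blocked by orthovanadate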
Target sequence (Q9Y2R2 whole entry, looked up, the tested form may be a part): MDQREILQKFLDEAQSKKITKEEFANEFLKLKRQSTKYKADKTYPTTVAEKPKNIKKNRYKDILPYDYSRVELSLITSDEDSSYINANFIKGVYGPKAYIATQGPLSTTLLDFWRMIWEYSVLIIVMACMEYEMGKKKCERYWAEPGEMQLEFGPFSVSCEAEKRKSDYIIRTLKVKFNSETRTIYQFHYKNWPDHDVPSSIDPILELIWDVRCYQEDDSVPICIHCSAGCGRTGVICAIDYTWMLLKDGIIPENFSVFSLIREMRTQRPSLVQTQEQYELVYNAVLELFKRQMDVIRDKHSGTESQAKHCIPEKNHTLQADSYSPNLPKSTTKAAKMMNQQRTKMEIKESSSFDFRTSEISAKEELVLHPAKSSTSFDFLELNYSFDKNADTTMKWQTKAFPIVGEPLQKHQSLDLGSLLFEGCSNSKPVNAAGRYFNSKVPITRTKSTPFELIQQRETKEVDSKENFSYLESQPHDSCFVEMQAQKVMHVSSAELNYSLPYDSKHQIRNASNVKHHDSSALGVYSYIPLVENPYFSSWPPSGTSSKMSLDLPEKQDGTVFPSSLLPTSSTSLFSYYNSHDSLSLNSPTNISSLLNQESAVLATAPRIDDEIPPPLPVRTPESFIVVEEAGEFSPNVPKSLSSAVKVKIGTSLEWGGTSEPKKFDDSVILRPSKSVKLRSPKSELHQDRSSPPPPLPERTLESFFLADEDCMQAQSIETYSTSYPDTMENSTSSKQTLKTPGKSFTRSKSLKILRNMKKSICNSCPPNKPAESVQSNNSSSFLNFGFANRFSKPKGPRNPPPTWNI
VCAM1 TNFa inh – inhibitors of TNFa-induced VCAM1 expression, primary screen, imaging, HUVEC, TNFa stimulus, immunofluorescence | HUVEC TNFa-induced VCAM-1 immunofluorescence, high-content imaging | inhibition, % at 2 µM | hit rate 0.48% among 95,000;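 active = inhibition above the batch mean plus 3 SD, with images confirmed as a hit by eye, cut at about 37% in these data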;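 also: 0% = TNF-stimulated DMSO wells and 100% = unstimulated control wells; not every result past the cut was called active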
hDAT+cocaine – changed hDAT dopamine uptake under cocaine IC80, either direction, primary screen, cocaine antagonist project, cell-based, LLC-PK1 hDAT, [14C]-dopamine uptake, MLSMR | Sodium-dependent dopamine transporter (Homo sapiens), Q01959 | LLC-PK1 hDAT cells, [14C]-dopamine uptake with cocaine IC80; actives deviate in either direction | B-score at 10 µM | hit rate 1.3% among 110,000;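 active = Z score or B-score, a plate-position-corrected score, falls beyond the plate's 99.7% confidence bounds, in either direction; inactive = both scores lie inside the 99.7% bounds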;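 also: scored against the spread of the other compound wells on the same plate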
MT1-MMP txn act – MT1-MMP promoter reporter activation – cell-based, luciferase luminescence, primary screen | HT1080 MT1-MMP promoter luciferase reporter, overnight; active compounds read high | activation factor at 10 µM | hit rate 0.16% among 86,000;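 active = activation factor of at least 2 for MT1-MMP transcription at 10 µM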
* marks the source's active call; other numbers are inactive results; x = not tested or not shown; [ ] = dose if it differs, or a comment.

SMILES | TNFa cytotox | Smad3 inh | IL1B cytotox | F-actin modifier | Calb biofilm kill | LYP inh 2 | VCAM1 TNFa inh | hDAT+cocaine | MT1-MMP txn act
CCc1cc(C(=O)NNC(=S)NCc2ccccc2)cs1 | 24 | x | -2 | -18 | x | -4 | 19 | 0.24 | x
CC12CCC(C(=O)NCc3ccc(Cl)cc3)(OC1=O)C2(C)C (stereo unspecified) | 6 | -4 | 2 | -1 | 6 | -2 | -15 | 0.38 | 1
COc1ccc(C(=O)N(Cc2ccco2)Cc2cccs2)c(O)c1 | -16 | 10 | 6 | 12 | 1 | -9 | -4 | 0.15 | 1.1
O=C1CC(c2ccc(F)cc2)CC(O)=C1C=NCCN1CCNCC1 (stereo unspecified) | 19 | 2 | -11 | -15 | 9 | 4 | -9 | -1.3 | 1.2
COc1ccc(C2(C(=O)NCCCN(C)C)CCOCC2)cc1 | -9 | x | 8 | 0 | x | 1 | -12 | -0.62 | 1.1
CS(=O)(=O)NCCSCc1ccc(Cl)cc1 | 9 | 12 | 2 | 0 | 3 | 2 | 13 | -0.2 | 1
O=C(CN1CCN(CC(=O)Nc2ccc(OCc3ccccc3)cc2)CC1)Nc1ccc(F)cc1 | 3 | x | 15 | 41 | x | 4 | -2 | -1 | x
Cc1cc(N2CCCC2)nc(SCC(=O)c2ccccc2)n1 | 3 | -9 | 7 | 11 | -3 | 9 | 14 | -0.93 | 1.5
Nc1nc(-c2ccco2)nn1C(=O)c1cccnc1 | x | 13 | x | x | 0 | x | x | 0.069 | 0.9
CCOc1nc2ccccc2nc1C | 10 | -3 | 10 | -9 | 5 | -5 | 12 | -0.11 | 1.2
CC(C)(C)NC(=O)C(c1ccncc1)N(C(=O)c1csnn1)C1CC1 (stereo unspecified) | -35 | -4 | -22 | 12 | 8 | -7 | -5 | -1.4 | 1.1
CCSc1nnc(N(CCC#N)CCC#N)s1 | -16 | -13 | -32 | -2 | 1 | -3 | 6 | -0.22 | 1.2
COc1ccccc1N1CCN(C(c2cc3ccc(C)cc3[nH]c2=O)c2nnnn2C2CCCC2)CC1 (stereo unspecified) | -40 | -6 | -15 | -53 | 9 | 3 | -2 | 0.56 | 1
COc1ccc(C2c3c(oc4ccccc4c3=O)C(=O)N2c2ccc(C)cn2)cc1OC (stereo unspecified) | -9 | -6 | 40 | 3 | 4 | -4 | 8 | -1.1 | 1
C=CCN(c1ccccc1)S(=O)(=O)c1ccc2c(c1)oc(=O)n2C | -15 | 8 | -7 | 5 | 7 | -4 | 10 | 0.036 | 1.1

In another format: 5 of the compounds above
SMILES,TNFa cytotox,Smad3 inh,IL1B cytotox,F-actin modifier,Calb biofilm kill,LYP inh 2,VCAM1 TNFa inh,hDAT+cocaine,MT1-MMP txn act
CC12CCC(C(=O)NCc3ccc(Cl)cc3)(OC1=O)C2(C)C (stereo unspecified),6,-4,2,-1,6,-2,-15,0.38,1
COc1ccc(C(=O)N(Cc2ccco2)Cc2cccs2)c(O)c1,-16,10,6,12,1,-9,-4,0.15,1.1
O=C1CC(c2ccc(F)cc2)CC(O)=C1C=NCCN1CCNCC1 (stereo unspecified),19,2,-11,-15,9,4,-9,-1.3,1.2
COc1ccc(C2(C(=O)NCCCN(C)C)CCOCC2)cc1,-9,x,8,0,x,1,-12,-0.62,1.1
CS(=O)(=O)NCCSCc1ccc(Cl)cc1,9,12,2,0,3,2,13,-0.2,1

Additional entries.
SMILES | TNFa cytotox | Smad3 inh | IL1B cytotox | F-actin modifier | Calb biofilm kill | LYP inh 2 | VCAM1 TNFa inh | hDAT+cocaine | MT1-MMP txn act
Fc1ccc(CSc2nncn2NC/C=C/c2ccccc2)cc1 | -21 | x | -4 | -13 | x | 10 | 3 | 1.6 | x
CN(C)CCNc1nc2c(c(=O)[nH]c(=O)n2C)n1CC(O)COc1ccc(Cl)cc1 (stereo unspecified) | -16 | 6 | -94 | 28 | 5 | -2 | -6 | -0.55 | 1.2
CCN1C(=O)C(O)(CC(=O)/C=C/C=C/c2ccccc2)c2ccccc21 (stereo unspecified) | -17 | x | -62 | 13 | x | -6 | 6 | x | x
CC(=O)OCc1nc2sc3c(c2c(=O)[nH]1)CCCC3 | -16 | -1 | 7 | 6 | 5 | 13 | -2 | -0.56 | 1
CCOC(=O)Cn1c(C(=O)OCC)cc2sccc21 | x | 3 | x | x | 6 | x | x | -0.3 | 1.1
C=CCN1C(=O)CS/C1=N/c1nccs1 | -12 | -8 | 0 | 24 | 5 | 0 | 28 | 0.65 | 1
CCOC(=O)N1CCC(NC(=O)C2CCCN(c3nc4ccccc4o3)C2)CC1 (stereo unspecified) | -7 | -3 | 7 | -26 | 5 | -6 | 5 | 1.8 | 1.1
COCc1cc(C)nc(OCC(=O)N/N=C/c2ccc(-c3cccc([N+](=O)[O-])c3)o2)c1C#N | -2 | x | -48 | 8 | x | -2 | 1 | x | x
O=C(CCC(=O)OCC(=O)c1ccc(-c2ccccc2)cc1)Nc1cccc(Cl)c1 | -15 | x | -19 | 0 | x | 10 | -9 | -0.057 | x
Cc1ccc(S(=O)(=O)N2CCCC(C(=O)O)C2)s1 (stereo unspecified) | -19 | -2 | -34 | 1 | 9 | 1 | 4 | -0.59 | 1.1
O=C(CSc1nc2ccc([N+](=O)[O-])cc2[nH]1)c1ccc2ccccc2c1 | -3 | x | -29 | -2 | x | 12 | 7 | 1.1 | x
CCCc1nc2ccccc2c(=O)n1NC(=O)c1c(O)c2cccc3c2n(c1=O)CCC3 | -13 | 23[fluorescence artefact?] | -6 | -6 | 6 | 5 | -9 | -0.27 | 1
CCN1CCN(CC(O)COc2ccc(C(C)=O)cc2)CC1 (stereo unspecified) | -26 | -1 | 9 | 5 | 8 | -9 | 14 | -0.3 | 1.1
Cc1ccc(C(=O)O)cc1S(=O)(=O)N1CCCC1 | -15 | -1 | -10 | x | -1 | 5 | -10 | -0.43 | 1
O=S(=O)(Nc1ccc(N2CCCCC2)cc1)c1cccc2cccnc12 | -29 | 14 | -24 | -20 | 7 | 3 | 2 | -0.092 | 1
CCN1C(=O)c2cccc3c(S(=O)(=O)NCCc4c[nH]c5ccccc45)ccc1c23 | -2 | x | -14 | 8 | x | -7 | -9 | 2 | x
COc1ccc(N2C(=O)CC(N3CCC(C(N)=O)CC3)C2=O)cc1 (stereo unspecified) | -14 | 7 | -21 | 5 | 9 | -14 | 5 | -0.54 | 1
COc1ccc2c(c1OC)C(=O)OC2Nn1cncn1 (stereo unspecified) | x | 13[fluorescence artefact?] | 19 | x | 6 | 8 | x | -0.28 | 1.2
CN(C)c1ccc(CNC2C3CC4CC(C3)CC2C4)cc1 (stereo unspecified) | -3 | 8 | 12 | -2 | 11 | -1 | 9 | -1.1 | 1.1
COc1ccc(-c2cn3cccnc3n2)cc1NC(=O)C1CCCC1 | -5 | x | 9 | 14 | x | -18 | -4 | -0.49 | 1.2
CCCN(CCC)CCNC(=O)Cn1cnc2sc(C)c(S(=O)(=O)N3CCOCC3)c2c1=O | 4 | 8 | 12 | 8 | 8 | 5 | 11 | x | 1
CCOC(=O)c1ccc(NC(=O)CSc2nnc(-c3cccs3)n2C)cc1 | -18 | 1 | -35 | 7 | 4 | -8 | 5 | 0.86 | 1
O=C(CN1CCC(n2nnc3cc(C(F)(F)F)ccc32)CC1)N1CCc2ccccc21 | -8 | 12 | x | 5 | 3 | -28 | 10 | -0.57 | 1.1
CCCCCSc1nnc2c(n1)OC(c1cccn1C)N(C(C)=O)c1ccccc1-2 (stereo unspecified) | -18 | 9 | -5 | 20 | 6 | 0 | 10 | -0.15 | 1.2
CCCn1c2ccccc2c2nc3ccccc3nc21 | -5 | -9 | -14 | 10 | -1 | -3 | -16 | -0.015 | 1
O=C(O)CCNS(=O)(=O)c1ccccc1 | -26 | -1 | 8 | -1 | 4 | -17 | 4 | -0.58 | 1.1
O=C(O)C1C2C=CC(C2)C1C(=O)Nc1cccc(F)c1 (stereo unspecified) | -24 | 7 | -32 | -4 | 2 | 0 | 10 | -2.1 | 1.1
COc1ccc(/C(N)=N/OC(=O)c2cccc([N+](=O)[O-])c2)cc1OC | -2 | -10 | -8 | -4 | -1 | 0 | 9 | -0.19 | 1
Cc1cc(C(=O)O)cc(S(=O)(=O)N2CCOCC2)c1C | -7 | -2 | -38 | 2 | 8 | -11 | 25 | 0.2 | 1.1
CC12CCC(C(N)=O)(c3nc4ccccc4nc31)C2(C)C (stereo unspecified) | -13 | 15 | -28 | -21 | 0 | -9 | 4 | -0.16 | 0.9
COc1ccc(-c2nnn(CC(=O)N(Cc3ccccc3Cl)C(C(=O)NCC3CCCO3)c3ccco3)n2)cc1OC (stereo unspecified) | -2 | x | -21 | 19 | x | 12 | -8 | 1 | x
COC(=O)c1ccc(NC(=O)c2cccc(Cl)c2)o1 | 4 | x | -26 | -12 | x | 8 | -6 | 0.74 | x
CC1CCN(S(=O)(=O)c2ccc(S(=O)(=O)NCC(=O)C(C)(C)C)cc2)CC1 | 4 | x | -5 | 1 | x | 6 | -10 | -0.54 | 1.1
COC(=O)CNC(=O)COC(=O)c1cc(Cl)cc(Cl)c1N | 13 | x | -23 | -12 | x | -4 | 20 | -0.055 | 1.1
COc1cc(C(=O)Nc2ccc3c(c2)OCCO3)ccc1-n1cnnn1 | -19 | 3 | -33 | -7 | 4 | 4 | 7 | 0.46 | 1.1
CCNc1nc(NC(C)(C)C)nc(N(CC)n2cnnc2)n1 | -20 | 5[fluorescence artefact?] | -36 | 5 | 4 | -8 | -6 | 0.85 | 1.1
CCOC(=O)C1=C(CSCc2ccccc2)NC(=O)NC1c1cc(C)ccc1C (stereo unspecified) | 9 | 1 | -4 | -6 | 5 | 7 | -10 | -0.32 | 1
Cc1ccc(NC(=O)CC2SCCNC2=O)cc1Cl (stereo unspecified) | x | -3 | x | x | 9 | x | x | 0.4 | 1.5
COc1ccc(-n2nc3cc(C)c(NC(=S)NC(=O)c4ccccc4C)cc3n2)cc1 | -10 | x | -29 | 14 | x | 7 | 4 | 0.8 | x
CC(=O)c1c(OC(=O)c2ccccc2)c2ccccc2n1C | -6 | x | -5 | 11 | x | 9 | 6 | -0.41 | x
O=C1c2ccccc2NC(c2ccccn2)N1c1ccc(Cl)cc1 (stereo unspecified) | -3 | -3 | 14 | -8 | 9 | 1 | 20 | -0.23 | 1.5
O=C(COc1cnc2ccccc2n1)NCCC1=CCCCC1 | -6 | 1 | -5 | -28 | -7 | -5 | 5 | -0.17 | 1.1
CC1CCCN(C(c2cccs2)c2nnnn2Cc2ccccc2)C1 (stereo unspecified) | 19 | -8 | -5 | -20 | -2 | 6 | 4 | 0.042 | 0.9
CCn1c(O)c(/C=N/n2cnnc2)sc1=S | -1 | 9 | 8 | -20 | 2 | -1 | 2 | -0.53 | 1
CCOc1ccc(OC(=O)C(CCS(C)(=O)=O)N2C(=O)c3ccccc3C2=O)cc1 (stereo unspecified) | -9 | 15[fluorescence artefact?] | -7 | 1 | -6 | -10 | 8 | 2.1 | 1

A portion of the library. The share of hits here may be higher or lower than overall.
